Autophagy HCS = autophagy modulators in MEF cells, primary screen, imaging, high-content, MEF GFP-LC3. calls only at 10 µM (by protocol). actives 0.98% (n = 190,000). MEF GFP-LC3 puncta imaging; test concentration mostly 10 µM. AID 463193, 2010;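 active = percentage of spot-positive cells more than 3 SD above its plate mean, without a fluorescence outlier flag or 80% toxicity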;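 also: spot-positive cell cutoff set from DMSO-treated cells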
MT stabilizer = microtubule stabilizers in HeLa cells, primary screen, imaging, high-content imaging | HeLa tubulin immunostaining HCS, 24 h; share of cells brighter than vehicle mean+2SD | % tubulin-high responders, % at 10 µM | actives 0.83% (n = 200,000);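 active = plate Z-score above 3 for both tubulin-high and condensed-nucleus cell shares, with cell loss under 80%, at 10 µM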;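 also: anti alpha tubulin signal scored within the nucleus-defined area of each cell; some results filed as inactive read as strong as hits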
human PMI inhibition = inhibitors of human PMI, primary screen, biochemical, fluorescence intensity, coupled assay (AID 1209); purified PMI enzyme, coupled fluorescence intensity; higher % means a stronger effect; inhibition, % at 20 µM; hits with a dose series show IC50 in µM; actives 0.42% (n = 190,000); Mannose-6-phosphate isomerase (Homo sapiens);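 also: plate controls were DMSO vehicle for no effect and wells lacking substrate for full effect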
PMI inhibition = human PMI inhibitors, high substrate, primary screen, biochemical, fluorescence intensity, high mannose 6-phosphate (AID 1220); recombinant PMI enzyme, coupled fluorescence intensity; higher % means a stronger effect; one-dose inhibition, % at 20 µM; IC50 in µM for titrated hits; actives 0.66% (n = 190,000)
T cell HTS = modulators of CD8 T cell-vesicle binding, primary screen, mouse 2C CD8+ T cells, flow cytometry; actives 0.068% (n = 330,000); calls only at 7 µM; 2C CD8+ T cell-vesicle binding; stronger effect = lower value;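 active = response, share of CD8 T cells binding vesicles, and their 90th percentile fluorescence all below set limits, cut at about 80% in these data, passing the limit was not always enough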
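Material: 2C TCR transgenic mouse naive CD8+ T cells, MACS-purified. Also added: QL9-charged Drosophila Ld/ICAM-1/B7-1 vesicles. Timing: binding 1.5 h at 37 °C. Measured by: high-throughput flow cytometry with anti-B7-1 and anti-CD8 staining. Read-out: percent CD8+ FL2 mean versus row control. Controls: Unloaded micro-vesicles (low), QL9 vesicles with 0.7% DMSO (high).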
Hep lipid drop = inhibitors of hepatocyte lipid droplet formation, primary screen, imaging, high-throughput imaging, BODIPY stain. AML12 mouse hepatocytes, oleate lipid droplets. inhibition, % at 6.5 µM. actives 0.4% (n = 240,000);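 active = lipid droplet intensity inhibited by at least 50%, with more than 500 cells counted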
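Assay system: AML12 hepatocytes (mouse) / Also added: 100 µM oleic acid challenge / Times: overnight treatment with compound plus oleate / Detection: high-content imaging of BODIPY-stained droplets and DAPI nuclei / Evaluation: % inhibition of lipid droplet signal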
bCat nuc transl = modulators of beta-catenin nuclear translocation, primary screen, imaging, HeLa cells, immunofluorescence, high-content; nuclear translocation activity, % at 5 µM; actives 0.3% (n = 190,000); AID 1665, 2009;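 active = nuclear translocation activity above 50% at 5 µM, with a well cell count of 50 or more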;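 also: per-cell ratio of nuclear to cytoplasmic median beta-catenin stain intensity; plate controls were DMSO negative control for no effect and GSK-3 inhibitor IX positive control for full effect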
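System: HeLa cells, endogenous beta-catenin; compound dosing: 5 µM primary single dose, 0.1% DMSO, 0.02–20 µM confirmation series; incubation: 24 h compound exposure at 37°C, 5% CO2; signal: beta-catenin immunofluorescence imaging with DAPI; evaluation: % activation, nuclear-to-cytoplasmic median beta-catenin signal ratio per cell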
Ins promoter up = insulin promoter activators in MIN6 cells, imaging, high-content screening, mouse beta cells | MIN6 insulin promoter-GFP reporter; stronger effect = higher value | z-score at 5 µM | actives 0.3% (n = 190,000) | AID 1625, 2009;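 active = z-score above 3 at 5 µM with at least 500 cells counted in the well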
TNAP activation fold = human TNAP enzyme activators, primary screen, biochemical, luminescent, no phosphate acceptor, uHTS (AID 1001). purified TNAP, luminescent activation assay, no phosphate acceptor; higher activation fold means a stronger effect. Alkaline phosphatase, tissue-nonspecific isozyme (Homo sapiens). activation fold at 20 µM, or EC50 in µM where a hit was titrated. actives 0.03% (n = 200,000); in the data active = activation fold from about 3, or a potency from the dose series; inactive = the rest, 99 in 100 with activation fold below about 1.6; also: many of its hits are not listed in these tables
Ins promoter up cell count = second read-out of Ins promoter up, no call of its own (marks repeat the call); cell count; measured here: cytotoxicity, nuclei count;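 total cells summed across four imaged fields per well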
Hep lipid drop cells 6.5 µM = also measured in Hep lipid drop; calls as there; cell count; measured here: cell count, cytotoxicity flag;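 cells counted across two imaged fields per well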
bCat nuc transl cell count 5 µM = recorded beside bCat nuc transl, whose call it bears; cell count; measured here: cell count, cytotoxicity flag
T cell HTS vesicle-bound % = further read-out of T cell HTS, marked with its call; double positive events, %; measured here: CD8+ vesicle-bound cell fraction;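 binding gate set so that unloaded-vesicle control wells show 10% double positive cells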
MT stabilizer Hoechst-high % = further read-out of MT stabilizer, marked with its call; % Hoechst-high responders; measured here: nuclear condensation Hoechst responders;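 share of cells brighter than vehicle mean plus two SD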
MT stabilizer cytotoxicity % = further read-out of MT stabilizer, marked with its call; toxicity, %; measured here: cytotoxicity by cell density;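 0% = mean cell density of plate MIN control wells and 100% = no cells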
Autophagy HCS cell loss 18 h = further read-out of Autophagy HCS, marked with its call; toxicity, %; measured here: cell loss, nuclei count;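 cell loss after 18 h compound exposure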
Active calls of the source: *. Rule as the data show it, unless noted: active = inhibition above about 50%; inactive = the rest.

`CCC1=NN(C(=O)c2cccc(Br)c2)C(O)(c2ccc(Br)cc2)C1` (stereo not given) gave Autophagy HCS inactive, MT stabilizer 2.2, human PMI inhibition -10%, PMI inhibition -23%, T cell HTS inactive, Hep lipid drop -20, Ins promoter up -1.6, TNAP activation fold 1.2, Ins promoter up cell count 699, Hep lipid drop cells 6.5 µM 587, T cell HTS vesicle-bound % 65, MT stabilizer Hoechst-high % 2.9, MT stabilizer cytotoxicity % 0.4 and Autophagy HCS cell loss 18 h 0.
Screening O=C(CNC(=O)c1ccccn1)N/N=C/c1ccc2c(c1)OCO2 returned Autophagy HCS inactive, MT stabilizer 1.3, human PMI inhibition -3%, PMI inhibition -3%, T cell HTS inactive, Hep lipid drop -3, bCat nuc transl 0.1, Ins promoter up -0.31, TNAP activation fold 1.2, Ins promoter up cell count 1236, Hep lipid drop cells 6.5 µM 719, bCat nuc transl cell count 5 µM 1086, T cell HTS vesicle-bound % 29, MT stabilizer Hoechst-high % 2.0, MT stabilizer cytotoxicity % 7.7 and Autophagy HCS cell loss 18 h 3.
Screening CCC1=C(OC(=O)c2ccccc2)C(C)(C)C(c2ccccc2)OC1=O (stereo not given) returned Autophagy HCS inactive, MT stabilizer 2.2, human PMI inhibition 8%, PMI inhibition 6%, T cell HTS inactive, Hep lipid drop 16, Ins promoter up 0.19, TNAP activation fold 1.1, Ins promoter up cell count 979, Hep lipid drop cells 6.5 µM 797, T cell HTS vesicle-bound % 16, MT stabilizer Hoechst-high % 1.5, MT stabilizer cytotoxicity % 2.7 and Autophagy HCS cell loss 18 h -3.
For Cc1nnc(-c2cccc(Br)c2)c2cn(-c3ccccc3)nc12 the results were Autophagy HCS inactive, MT stabilizer 1.6, human PMI inhibition 13%, PMI inhibition 13%, T cell HTS inactive, Hep lipid drop -3, bCat nuc transl 1.1, TNAP activation fold 1.1, Hep lipid drop cells 6.5 µM 686, bCat nuc transl cell count 5 µM 1040, T cell HTS vesicle-bound % 31, MT stabilizer Hoechst-high % 1.4, MT stabilizer cytotoxicity % 8.1 and Autophagy HCS cell loss 18 h -7.
`O=c1[nH]c(-c2ccc(Cl)cc2)cs1` gave Autophagy HCS inactive, MT stabilizer 5.0, human PMI inhibition 11%, PMI inhibition 10%, T cell HTS inactive, Hep lipid drop -7, bCat nuc transl -3.3, Ins promoter up 1.1, TNAP activation fold 1.1, Ins promoter up cell count 1108, Hep lipid drop cells 6.5 µM 615, bCat nuc transl cell count 5 µM 1011, T cell HTS vesicle-bound % 38, MT stabilizer Hoechst-high % 3.4, MT stabilizer cytotoxicity % 0.8 and Autophagy HCS cell loss 18 h -5.
`CC(=O)c1cccc(-n2nnnc2SCC(=O)NNC(=O)C2CCCCC2)c1` gave Autophagy HCS inactive, MT stabilizer 2.4, human PMI inhibition -3%, PMI inhibition 2%, T cell HTS inactive, Hep lipid drop 19, bCat nuc transl 0.0, Ins promoter up -0.58, TNAP activation fold 1.7, Ins promoter up cell count 1268, Hep lipid drop cells 6.5 µM 735, bCat nuc transl cell count 5 µM 1072, T cell HTS vesicle-bound % 36, MT stabilizer Hoechst-high % 1.5, MT stabilizer cytotoxicity % 10 and Autophagy HCS cell loss 18 h 20.
For COc1ccccc1C(=O)N/C(=C/c1ccc(Br)cc1)C(=O)NCCO the results were Autophagy HCS inactive, MT stabilizer 0.8, human PMI inhibition 9%, PMI inhibition 5%, T cell HTS inactive, bCat nuc transl -2.9, Ins promoter up 0.71, TNAP activation fold 1, Ins promoter up cell count 1291, bCat nuc transl cell count 5 µM 918, T cell HTS vesicle-bound % 14, MT stabilizer Hoechst-high % 1.2, MT stabilizer cytotoxicity % 9.4 and Autophagy HCS cell loss 18 h 10.
For CCCn1c(CCc2ccccc2)n[nH]c1=S the results were Autophagy HCS inactive, MT stabilizer 2.0, human PMI inhibition 2%, PMI inhibition 3%, T cell HTS inactive, Hep lipid drop -5, bCat nuc transl 0.1, Ins promoter up -0.24, TNAP activation fold 1, Ins promoter up cell count 1669, Hep lipid drop cells 6.5 µM 679, bCat nuc transl cell count 5 µM 888, T cell HTS vesicle-bound % 48, MT stabilizer Hoechst-high % 1.4, MT stabilizer cytotoxicity % 4.7 and Autophagy HCS cell loss 18 h 2.
Cc1nc2c(C(=O)NCc3cccs3)cnn2c(C)c1Cc1ccccc1 was read as Autophagy HCS inactive, MT stabilizer 3.9, human PMI inhibition 9%, PMI inhibition 4%, T cell HTS inactive, Hep lipid drop 7, bCat nuc transl -1.3, Ins promoter up 0.21, TNAP activation fold 1.1, Ins promoter up cell count 1451, Hep lipid drop cells 6.5 µM 712, bCat nuc transl cell count 5 µM 1088, T cell HTS vesicle-bound % 3, MT stabilizer Hoechst-high % 1.7, MT stabilizer cytotoxicity % 5.3 and Autophagy HCS cell loss 18 h -7.
CCc1ccc(N(C(=O)c2csnn2)C(C(=O)NC(C)(C)CC)c2ccccn2)cc1 (stereo not given) was read as Autophagy HCS inactive, MT stabilizer 2.1, human PMI inhibition -4%, PMI inhibition -7%, T cell HTS inactive, Hep lipid drop 10, bCat nuc transl 1.0, Ins promoter up -0.69, TNAP activation fold 1.1, Ins promoter up cell count 1294, Hep lipid drop cells 6.5 µM 707, bCat nuc transl cell count 5 µM 1047, T cell HTS vesicle-bound % 54, MT stabilizer Hoechst-high % 1.7, MT stabilizer cytotoxicity % 8.5 and Autophagy HCS cell loss 18 h -2.
`CC(C)/C=N\NC(=O)CCCCC(=O)N/N=C/C(C)C` gave Autophagy HCS inactive, MT stabilizer 1.5, human PMI inhibition -5%, PMI inhibition -12%, T cell HTS inactive, Hep lipid drop -31, bCat nuc transl -2.6, Ins promoter up -0.32, TNAP activation fold 1.1, Ins promoter up cell count 1369, Hep lipid drop cells 6.5 µM 595, bCat nuc transl cell count 5 µM 1028, T cell HTS vesicle-bound % 58, MT stabilizer Hoechst-high % 1.6, MT stabilizer cytotoxicity % 2.6 and Autophagy HCS cell loss 18 h 8.
CSc1nsc(SCC(=O)Nc2ccc(Br)cn2)n1 was read as Autophagy HCS inactive, MT stabilizer 2.8, human PMI inhibition -5%, PMI inhibition 4%, T cell HTS inactive, bCat nuc transl -1.9, Ins promoter up -0.23, TNAP activation fold 1, Ins promoter up cell count 1370, bCat nuc transl cell count 5 µM 813, T cell HTS vesicle-bound % 34, MT stabilizer Hoechst-high % 1.9, MT stabilizer cytotoxicity % 7.8 and Autophagy HCS cell loss 18 h -26.
`Cc1ccc(NC(=O)CCn2cccc2)cc1C` gave Autophagy HCS inactive, MT stabilizer 1.4, human PMI inhibition -6%, PMI inhibition -9%, T cell HTS inactive, Ins promoter up 0.13, TNAP activation fold 1.1, Ins promoter up cell count 887, T cell HTS vesicle-bound % 15, MT stabilizer Hoechst-high % 1.0, MT stabilizer cytotoxicity % 5.8 and Autophagy HCS cell loss 18 h -16.
CN(C(=O)c1ccccc1C(=O)OCC(=O)NCc1ccccc1)C1CCCCC1 was read as Autophagy HCS inactive, MT stabilizer 1.1, human PMI inhibition -5%, PMI inhibition 0%, T cell HTS inactive, Hep lipid drop -2, bCat nuc transl 0.8, Ins promoter up 0, TNAP activation fold 1.1, Ins promoter up cell count 1313, Hep lipid drop cells 6.5 µM 663, bCat nuc transl cell count 5 µM 1026, T cell HTS vesicle-bound % 55, MT stabilizer Hoechst-high % 2.0, MT stabilizer cytotoxicity % 9.9 and Autophagy HCS cell loss 18 h -10.
`CCN(CC)CCN(C(=O)c1ccc(N2C(=O)CCC2=O)cc1)c1nc2cc3c(cc2s1)OCCO3` gave Autophagy HCS inactive, MT stabilizer 2.8, human PMI inhibition -26%, PMI inhibition -22%, T cell HTS inactive, Hep lipid drop 13, bCat nuc transl -1.2, Ins promoter up -0.02, TNAP activation fold 1, Ins promoter up cell count 1193, Hep lipid drop cells 6.5 µM 701, bCat nuc transl cell count 5 µM 1123, T cell HTS vesicle-bound % 2, MT stabilizer Hoechst-high % 1.9, MT stabilizer cytotoxicity % 6.8 and Autophagy HCS cell loss 18 h -8.
CC1(C)N=C(N)N=C(N)N1c1ccc(F)cc1F was read as Autophagy HCS inactive, MT stabilizer 3.3, human PMI inhibition 2%, PMI inhibition -6%, T cell HTS inactive, bCat nuc transl 1.1, Ins promoter up 0.22, TNAP activation fold 1.1, Ins promoter up cell count 1362, bCat nuc transl cell count 5 µM 1405, T cell HTS vesicle-bound % 50, MT stabilizer Hoechst-high % 3.4, MT stabilizer cytotoxicity % 7.2 and Autophagy HCS cell loss 18 h 4.
Screening CCOC(=O)/C(=C\C=C\c1ccccc1)NC(=O)c1ccccc1 returned Autophagy HCS inactive, MT stabilizer 4.8, human PMI inhibition 9%, PMI inhibition 7%, T cell HTS inactive, Hep lipid drop 8, bCat nuc transl 2.8, Ins promoter up 0.09, TNAP activation fold 1, Ins promoter up cell count 1411, Hep lipid drop cells 6.5 µM 585, bCat nuc transl cell count 5 µM 1132, T cell HTS vesicle-bound % 8, MT stabilizer Hoechst-high % 2.7, MT stabilizer cytotoxicity % 10 and Autophagy HCS cell loss 18 h 6.

Compound activity deposited in PubChem by several laboratories.
